CHRM5 PAM – human M5 muscarinic receptor positive allosteric modulators, primary screen, CHO-K1 cells, Fluo-8 calcium fluorescence | Muscarinic acetylcholine receptor M5 (Homo sapiens), P08912 | CHO-K1 hM5, ACh EC20 PAM; 0% = ACh EC20, 100% = ACh EC100 | activation, % at 3 µM | 360,000 tested, 0.3% active;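 active = activation above the run cutoff, the mean activation of all test compounds plus 3 SD, cut at about 18% in these data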
Target sequence (P08912 whole entry, looked up): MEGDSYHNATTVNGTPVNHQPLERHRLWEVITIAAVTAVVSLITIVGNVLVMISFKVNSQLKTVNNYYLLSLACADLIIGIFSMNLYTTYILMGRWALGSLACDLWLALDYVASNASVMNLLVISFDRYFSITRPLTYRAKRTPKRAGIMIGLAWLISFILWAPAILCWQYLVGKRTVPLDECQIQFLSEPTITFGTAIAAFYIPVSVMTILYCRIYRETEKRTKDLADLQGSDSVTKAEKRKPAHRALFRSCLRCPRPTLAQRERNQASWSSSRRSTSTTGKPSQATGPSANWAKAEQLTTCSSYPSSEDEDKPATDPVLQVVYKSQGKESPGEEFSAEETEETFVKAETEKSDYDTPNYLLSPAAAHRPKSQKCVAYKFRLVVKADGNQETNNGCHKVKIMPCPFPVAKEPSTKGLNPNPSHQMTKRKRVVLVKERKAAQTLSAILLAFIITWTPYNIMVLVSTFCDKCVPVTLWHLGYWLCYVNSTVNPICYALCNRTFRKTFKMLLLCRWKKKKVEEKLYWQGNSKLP
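Assay system: CHO-K1 hM5 cells. Also added: acetylcholine at EC20 concentration, added after compound. Dosing: 3 µM, single dose. Times: compound preincubation 140 s before EC20 acetylcholine addition. Signal: Fluo-8 calcium fluorescence. Measure: % activation relative to EC20 and EC100 ACh responses. Repeats: singlicate, one well per test compound.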
CHRM5 antagonist – human M5 muscarinic receptor antagonists, primary screen, CHO cells, Fluo-8 calcium fluorescence; Muscarinic acetylcholine receptor M5 (Homo sapiens), P08912; CHO-hM5 cells, ACh EC80; inhibition, % at 3 µM; 360,000 tested, 0.59% active;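 active = inhibition above a per-plate cutoff, the mean of that plate's test compounds plus 3 SD, cut at about 27% in these data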;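 note: 0% = acetylcholine EC80 with DMSO and 100% = DMSO without agonist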
TAAR1 antagonist – human TAAR1 antagonists, primary screen, Fluo-8 calcium fluorescence, CHO RD-HGA16 cells | Trace amine-associated receptor 1 (Homo sapiens), Q96RJ0 | antagonist | inhibition, % at 3 µM | 360,000 tested, 1.5% active | AID 624466, 2012;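 active = inhibition above a per-plate cutoff, the mean inhibition of test compounds on that plate plus 3 SD, cut at about 49% in these data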;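 note: 0% = DMSO plus EC80 beta-PEA response and 100% = DMSO alone without agonist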
Target sequence (Q96RJ0 whole entry, looked up): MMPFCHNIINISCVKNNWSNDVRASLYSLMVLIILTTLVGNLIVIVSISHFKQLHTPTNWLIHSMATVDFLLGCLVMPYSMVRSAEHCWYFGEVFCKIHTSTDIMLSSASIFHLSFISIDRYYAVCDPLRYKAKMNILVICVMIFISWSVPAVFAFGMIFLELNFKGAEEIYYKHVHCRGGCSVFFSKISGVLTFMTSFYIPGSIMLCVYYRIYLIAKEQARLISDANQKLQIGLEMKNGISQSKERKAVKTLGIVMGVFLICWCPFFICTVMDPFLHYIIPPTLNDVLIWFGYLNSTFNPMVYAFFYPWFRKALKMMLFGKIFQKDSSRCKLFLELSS
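Test system: CHO RD-HGA16 cells bearing hTAAR1 | Reagent: β-PEA, EC80 | Compound dosing: 3 µM, single point | Schedule: Dye loading 75 min at 37 °C, then 30 min room temperature | Signal: Calcium fluorescence with Fluo-8 | Evaluation: Percent inhibition of PEA-evoked calcium signal, max/basal emission ratio | Control set: DMSO-only wells and EC80 β-PEA-stimulated wells | Repeats: Singlicate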
TAAR1 agonist – human TAAR1 agonists, primary screen, Fluo-8 calcium fluorescence, CHO RD-HGA16 cells. vehicle wells 0%, saturating PEA agonist 100%. activation, % at 3 µM. 360,000 tested, 0.99% active;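 active = activation above the mean activation of all test compounds in the run plus 3 SD, cut at about 38% in these data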
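Assay system: CHO-derived RD-HGA16 cells with stable Gα16 and human TAAR1; timing: 17-24 h seeding, 75 min 37 °C dye, 30 min RT; read-out: % activation from peak over basal fluorescence ratio, DMSO-to-PEA scaled; measured by: kinetic Fluo-8 calcium fluorescence; benchmarks: low control DMSO, high control PEA (EC100); doses: 3 µM single concentration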
CRFR2-BP antag – antagonists of CRF-BP/CRF-R2 complex, primary screen, cell-based, HEK293, calcium dye fluorescence, uHTS; inhibition, % at 11.8 µM; 350,000 tested, 0.59% active; CRF-induced calcium fluorescence;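 active = inhibition of the ligand-induced calcium signal above about 50% at the single tested concentration, limit read from the data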
M1 PAM parental – nonselective calcium activators in parental CHO-K1 cells, primary screen, counter-screen for M1 PAM project, cell-based, Fluo-8 calcium fluorescence, full deck, 1536-well. ATP EC20; 0% at ATP EC20, 100% at ATP max. activation, % at 3 µM. 360,000 tested, 0.02% active;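 active = activation above the run cutoff, the mean activation of all test compounds plus 3 SD, cut at about 40% in these data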;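 note: peak over basal fluorescence ratio in a 140 s read after ATP addition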
M5 ag – human M5 muscarinic receptor agonists, primary screen, CHO-K1 cells, Fluo-8 calcium fluorescence. Muscarinic acetylcholine receptor M5 (Homo sapiens), P08912. activation, % at 3 µM. CHO-K1 hM5 cells; 0% DMSO wells, 100% maximal acetylcholine response. 360,000 tested, 0.19% active. AID 624037, 2012;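 active = activation above the run's mean over test compounds plus 3 SD, cut at about 23% in these data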;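 note: signal is peak over basal fluorescence ratio across the kinetic read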
M4 PAM – human M4 muscarinic receptor positive allosteric modulators, primary screen, CHO-K1 cells, Fluo-8 calcium fluorescence | Muscarinic acetylcholine receptor M4 (Homo sapiens), P08173 | activation, % at 3 µM | CHO-K1 hM4/Gqi5, ACh EC20; 0% = ACh EC20, 100% = maximal ACh | 360,000 tested, 0.4% active;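 active = activation above its plate's cutoff, the mean activation of sample wells plus 3 SD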; note: some results filed as inactive read as strong as hits
CRFBP-R2 agonist – agonists of CRF-BP/CRF-R2 complex, primary screen, cell-based, HEK293, calcium dye fluorescence, uHTS; activation, % at 13.2 µM; 350,000 tested, 0.46% active; calcium dye fluorescence (FLIPR); percent of saturating CRF peptide response;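 active = activation of at least 50%, plus an integration ratio under a set limit after plate pattern correction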;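 note: plate controls were neutral control wells without compound for no effect and CRF at EC100 for full effect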
An asterisk follows results filed as active; / = no result given.

Results follow in this order: M4 PAM	CRFBP-R2 agonist	CRFR2-BP antag	CHRM5 PAM	M5 ag	M1 PAM parental	TAAR1 antagonist	CHRM5 antagonist	TAAR1 agonist
Cc1cc(/C=N\NC(=O)CC(=O)NC2CCCCC2)c(C)n1-c1ccc(Cl)c(Cl)c1
 : -9	0.7	-26	-4	-4	15	56*	0	14
Cc1ccccc1NC(=O)c1c([N+](=O)[O-])cnn1C
 : 2	-0.2	5	2	2	21	-10	5	1
Cc1ccc(OCCN2CCOCC2)cc1C
 : 2	3.5	-4	3	-2	-10	4	9	0
CCCNC(=O)C1(C)CCN(C(=O)Cc2ccc3ccccc3c2)C1 (stereo unspecified)
 : 6	/	/	2	-1	-5	0	-3	0
CCCNC(=O)c1cc(C2CCCCN2S(C)(=O)=O)on1 (stereo unspecified)
 : 2	/	/	2	1	14	-10	-5	1
Cc1cccn2c(CNC3CCCc4ccccc43)c(C(=O)N3CCOCC3)nc12 (stereo unspecified)
 : 12	-0.2	-10	2	-1	16	-10	-7	7
C=Cc1ccc(C2=CC(=O)C[C@H](c3ccc(OC)cc3)C2)cc1
 : 4	2.4	-11	1	-3	-2	22	7	8
Cc1ccc2c(Cl)cc(Cl)c(OCC(=O)N(C(C)C)C(C)C)c2n1
 : 8	0.6	-3	15	0	11	3	0	1
O=C(COc1cccnc1[N+](=O)[O-])NCc1ccc2c(c1)OCO2
 : -11	-0.6	24	5	-1	11	-1	5	0
Cc1ccc2nc3c(c(Nc4ccc(O)cc4)c2c1)CCC3
 : -2	0.1	-19	1	-8	2	-6	3	1
CC(C)CN(CC(C)C)C(=O)C12CCC(C)(C(=O)C1)C2(C)C (stereo unspecified)
 : -1	0.5	-17	-5	-2	3	0	-6	16
Cc1ccc(S(=O)(=O)NCC(=O)OCC(=O)c2ccc(Cl)s2)cc1
 : 0	5.2	-5	0	-5	13	-11	3	0
COc1ccc([C@H]2C[C@H](O)[C@@H](n3cc(C4CC4)nn3)CN2C(=O)c2cccs2)cc1
 : 6	0.3	5	1	0	14	-15	4	5
O=C(NCCc1ccccn1)/C(=C/c1ccco1)NC(=O)c1ccccc1
 : -3	2.8	23	-2	0	-5	-5	2	0
CC(=O)c1cccc(NC(=O)CNC(=O)c2sc3ccccc3c2Cl)c1
 : 4	1.6	-6	-1	-1	-3	10	1	0
CC(=O)c1ccc(OC(C)C)c(Cc2c(O)nc(N)[nH]c2=O)c1
 : 1	0.1	-11	1	0	19	-18	-3	9
Cc1ccc(-c2nn3c(C)nnc3s2)cc1NC(=O)c1ccc(OC(C)C)cc1
 : 1	0.1	12	-3	0	12	-44	-3	-1
CCOC(=O)/C(=C/c1c[nH]c2ccccc12)NC(C)=O
 : 15	-1.2	-4	1	-1	28	-4	5	4
CC(C)C(NC(=O)c1c(F)cccc1F)C(=O)NCC(c1ccccc1)N(C)C (stereo unspecified)
 : 1	-1.3	-12	7	1	7	-6	5	8
COCCCn1cc(C(=O)c2cc(Br)ccc2O)cc(C#N)c1=O
 : 0	-2.1	1	-10	-5	12	-3	-1	2
CC(=O)c1ccccc1NC(=O)COC(=O)C1CCCN1S(=O)(=O)c1ccccc1F (stereo unspecified)
 : -8	-1.0	0	-10	7	7	28	4	11
Cc1ccc(N/C(N)=N/c2nc(CSc3ccc(C)cc3)cc(=O)[nH]2)cc1
 : 2	10	6	-5	2	11	9	0	8
O=C(Nc1ncccn1)c1cccc(F)c1
 : -5	-2.5	1	3	1	20	22	6	4
CCOc1ccc2[nH]c(SCC(=O)OC)c([N+](=O)[O-])c2c1
 : 7	4.7	-18	3	-2	5	-13	-1	1
CCOc1ccccc1N(CC(=O)Nc1ccccc1Br)S(=O)(=O)c1ccccc1
 : -2	3.1	0	-10	-7	0	12	20	0
O=C(CN1CCN(c2ccc(F)cc2)CC1)Nc1ccccc1[N+](=O)[O-]
 : 5	0.4	-25	4	2	11	-18	4	0
COc1ccc(-c2csc(NC(=O)CN3C(=O)CCC3=O)n2)cc1OC
 : -1	-0.1	10	-3	0	25	3	4	3
O=C(CCC(=O)NCc1ccccc1)NCc1ccccc1
 : -3	1.3	8	-1	0	8	-17	1	5
CN(C)c1nc(C(N)=O)nc(N2CCOCC2)n1
 : 0	-0.8	-7	-10	-2	7	6	11	4
CN(C)N=C1c2cc(S(=O)(=O)N(C)C)ccc2-c2ccc(S(=O)(=O)N(C)C)cc21
 : 0	-1.0	1	2	1	6	-30	-8	3
COc1ccc(NC(C)=O)c2nc(C)c(C)nc12
 : 4	-0.1	13	4	-2	12	-14	-7	11
Clc1ccc(C2CC(c3cccs3)n3ncnc3N2)c(Cl)c1 (stereo unspecified)
 : 1	-0.7	-41	-3	-1	1	2	3	0
O=C(Nc1ccccc1-c1nnc(SCc2ccccc2Cl)o1)c1ccccc1
 : 17	20	-31	5	1	15	-14	-2	9
Cc1cc(C)c(NC(=O)CCCN2CCOCC2)c(C)c1
 : 6	0.6	4	11	4	18	-7	-4	4
CCn1ccnc1CNC(=O)c1ccc(OC2CCN(C(=O)COC)CC2)cc1
 : 7	-1.5	0	6	-10	-13	0	-4	2
Cc1cc(C)c2[nH]c(=O)c(CN(Cc3ccco3)C(=S)NCC3CCCO3)cc2c1 (stereo unspecified)
 : -11	2.6	7	-9	-4	12	0	6	0
COc1cc(C(=O)NC2CC(C)CC(C)(C)C2)cc(OC)c1OC (stereo unspecified)
 : 6	-2.8	-12	3	1	24	-18	-14	-2
ON=Cc1ccnc2ccccc12
 : 3	-1.1	1	-2	1	20	-6	-4	1
CCOC(=O)C1(CCOC)CCN(C2C3CC4CC(C3)CC2C4)CC1 (stereo unspecified)
 : -3	-1.6	11	-4	-8	-10	-15	0	3
CC(C)CNc1ncnc2c1ncn2[C@H]1CN(C2CCCC2)C[C@@H](CO)O1
 : 0	/	/	0	1	13	-13	4	1
COC(=O)c1ccccc1NC(=O)Cc1nc(-c2ccccc2)sc1-c1ccc(C)cc1
 : 2	11	-11	2	1	18	-19	-10	2
COCCN(C(=O)CCc1ccccc1OC)c1nnc(-c2cccnc2)s1
 : -9	1.0	0	-8	1	1	2	4	7
CCn1c(=O)c2cc(C(=O)N(C)c3cc(C)ccc3OC)sc2c2ccccc21
 : -7	2.5	11	2	1	-9	-31	5	4
Cc1nc(NC(=O)COC(=O)c2ccc(S(=O)(=O)N3CCc4ccccc4C3)cc2)c(Cl)cc1Cl
 : 4	3.6	-4	-4	-1	23	-14	8	2
Cc1ccc(S(=O)(=O)N2CCN(C(=O)COC(=O)CNC(=O)c3ccc(Cl)cc3Cl)CC2)cc1
 : 7	-0.6	0	-5	-5	-5	-9	2	-2
CCc1nc(SCC(=O)NCc2ccc(F)cc2)c2c(=O)n(C)c(=O)n(C)c2n1
 : 7	-1.3	2	-2	2	10	-15	-1	0
O=C(CSC1=NS(=O)(=O)c2cc(Cl)ccc2N1)NCc1ccc(F)cc1
 : -2	0.0	14	-1	0	-11	-4	3	1
CC(C)(C)NC(=O)CSc1nnc(-c2ccncc2)n1Cc1ccccc1
 : 1	-1.0	-15	1	-5	10	1	5	13
CC(C)c1nnc(NC(=O)CCC(=O)N2CCN(c3ccc(Cl)cc3)CC2)s1
 : 7	-0.7	2	1	-3	-3	-5	-11	0
CCOC(=O)[C@]12CCCC=C1N(CCC1=CCCCC1)C(=O)[C@H](CC(=O)NCC1CCCCC1)C2
 : -2	/	/	-6	-2	/	-5	1	1
CCOC(CCNC(=O)c1cn(CCOC)c(=O)c2c1c1ccccc1n2C)OCC
 : -2	-1.7	-16	-3	1	7	-8	1	5
O=C(c1ccc(F)cc1)N1CCCN(c2nc(-c3ccccc3)ns2)CC1
 : -4	-1.7	5	20*	6	-20	-9	-13	3

One compound at a time, from the list above.
`Cc1cc(/C=N\NC(=O)CC(=O)NC2CCCCC2)c(C)n1-c1ccc(Cl)c(Cl)c1` reads M4 PAM = -9; CRFBP-R2 agonist = 0.7; CRFR2-BP antag = -26; CHRM5 PAM = -4; M5 ag = -4; M1 PAM parental = 15; TAAR1 antagonist = 56*; CHRM5 antagonist = 0; TAAR1 agonist = 14
`COc1cc(C(=O)NC2CC(C)CC(C)(C)C2)cc(OC)c1OC` (stereo unspecified) reads M4 PAM = 6; CRFBP-R2 agonist = -2.8; CRFR2-BP antag = -12; CHRM5 PAM = 3; M5 ag = 1; M1 PAM parental = 24; TAAR1 antagonist = -18; CHRM5 antagonist = -14; TAAR1 agonist = -2

Assay outcomes deposited in PubChem BioAssay by several laboratories.

Not a hit list. Share with any hit: about 4.2%.
